PP5 primary: blocks human protein phosphatase 5 activity. inhibition, % at 6.7 µM. 320,000 compounds, 0.18% hits. purified PP5c, OMFP substrate fluorescence. AID 1987;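 active means inhibition above the campaign's mean inhibition across all tested compounds plus 3 SD, cut at about 9.5% in these data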;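 further: 0% = DMSO only and 100% = 100 µM cantharidin control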
GASC-1 inh: human JMJD2C demethylase inhibition; 330,000 compounds, 0.069% hits; GST-JMJD2C(1-420) H3K9me3 demethylation, DELFIA europium; inhibition, % at 2.35 µM; AID 2099;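 active means more than half of a compound's replicate wells show inhibition beyond 50%, single wells judged on their own value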;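 further: signal counts dimethyl H3K9 product captured on neutravidin plate; 0% = median of DMSO wells and 100% = 0.3 times that DMSO median; strong numbers were not always called active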
PREPL inhibitor: inhibits the human prolyl oligopeptidase-like enzyme | Q4J6C6 | AID 2751 | 320,000 compounds, 0.68% hits | inhibition, % at 5.96 µM | recombinant PREPL, fluorescence polarization activity-based probe; in the data active means inhibition above about 43%;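 further: 0% = enzyme with DMSO and 100% = wells lacking enzyme; many of its hits are not listed in these tables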
Target sequence (Q4J6C6 whole entry, looked up): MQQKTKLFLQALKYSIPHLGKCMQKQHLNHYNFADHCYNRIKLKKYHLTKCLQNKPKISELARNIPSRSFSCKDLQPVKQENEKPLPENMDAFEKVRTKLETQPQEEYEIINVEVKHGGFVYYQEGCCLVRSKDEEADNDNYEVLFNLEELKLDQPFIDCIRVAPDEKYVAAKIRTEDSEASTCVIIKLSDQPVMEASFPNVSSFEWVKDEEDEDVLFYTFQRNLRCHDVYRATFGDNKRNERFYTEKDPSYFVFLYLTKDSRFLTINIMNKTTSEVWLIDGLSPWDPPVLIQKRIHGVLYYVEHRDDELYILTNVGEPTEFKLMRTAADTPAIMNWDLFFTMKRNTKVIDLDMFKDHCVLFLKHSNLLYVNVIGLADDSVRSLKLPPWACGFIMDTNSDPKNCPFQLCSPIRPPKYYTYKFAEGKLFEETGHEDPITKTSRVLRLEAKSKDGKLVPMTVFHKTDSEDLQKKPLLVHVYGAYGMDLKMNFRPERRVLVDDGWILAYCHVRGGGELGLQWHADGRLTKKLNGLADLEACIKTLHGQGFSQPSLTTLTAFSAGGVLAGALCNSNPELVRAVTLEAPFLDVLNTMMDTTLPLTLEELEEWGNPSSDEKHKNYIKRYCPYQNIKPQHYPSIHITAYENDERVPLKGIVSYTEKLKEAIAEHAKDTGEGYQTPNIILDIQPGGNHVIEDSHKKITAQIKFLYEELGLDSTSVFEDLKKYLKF
PP1 inh: blocks human PP1-alpha phosphatase, a PP5 counter-screen. 320,000 compounds, 0.9% hits. purified PP1alpha, OMFP fluorescence. AID 2235. inhibition, % at 6.7 µM. P62136;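 active means inhibition above the mean inhibition of all tested compounds plus 3 SD, computed separately for each screening campaign, cut at about 15% in these data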
Target sequence (P62136 whole entry, looked up): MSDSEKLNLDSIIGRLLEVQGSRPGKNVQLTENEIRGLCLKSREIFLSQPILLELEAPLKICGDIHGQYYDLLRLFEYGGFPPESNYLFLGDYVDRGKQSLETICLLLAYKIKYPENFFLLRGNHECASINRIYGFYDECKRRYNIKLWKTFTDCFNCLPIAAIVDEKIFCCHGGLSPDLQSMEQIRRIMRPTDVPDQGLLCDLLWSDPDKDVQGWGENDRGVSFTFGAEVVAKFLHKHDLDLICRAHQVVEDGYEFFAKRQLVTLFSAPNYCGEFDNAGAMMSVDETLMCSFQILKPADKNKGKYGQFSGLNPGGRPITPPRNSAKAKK
TPT1 inhibitor: inhibitors of Candida albicans tRNA 2'-phosphotransferase TPT1; recombinant caTPT1, FP RNA substrate dephosphorylation; inhibition, % at 5 µM; 300,000 compounds, 0.81% hits; AID 1962;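 active means inhibition above the mean of all tested compounds plus 3 SD, set per screening campaign, cut at about 24% in these data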;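 further: plate controls were DMSO alone for no effect and ferristatin control at 100 nM for full effect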
Fh CTSL1 inh: blocks F. hepatica cathepsin L1 in PFM18AAP counter-screen; 300,000 compounds, 0.49% hits; recombinant F. hepatica cathepsin L1, Z-Leu-Arg-MCA fluorescence; inhibition, % at 5.96 µM; AID 1906;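 active means inhibition above the mean of all tested compounds plus 3 SD, set per screening campaign, cut at about 17% in these data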;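 further: 0% = plate median of test compound wells and 100% = 1 µM Z-Phe-Ala-diazomethylketone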
LYPLA2 counter: LYPLA2 (human) inhibition in PME1 counter-screen; recombinant LYPLA2, FP-Rh probe fluorescence polarization; inhibition, % at 5.9 µM; O95372; 320,000 compounds, 0.38% hits;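 active means inhibition above the screen-wide mean plus 3 SD, limit set per campaign, cut at about 26% in these data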;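 further: 0% = LYPLA2 with DMSO and 100% = wells lacking LYPLA2 enzyme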
Efflux pump mplx: antifungal efflux pump inhibition, Nile Red retention. S. cerevisiae Candida pump triplex. inhibition, % at 10 µM. 330,000 compounds, 0.44% hits;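 active means plate passing quality check with inhibition over a set limit, or well fluorescence over plate mean plus 4 SD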;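 further: Nile Red retained in pooled yeast measured as flow cytometry median fluorescence; 0% = buffer negative control and 100% = Enniatin B positive control; higher means more Nile Red kept so more efflux inhibition; some compounds called inactive have numbers as strong as hits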
core dimer inh: blocks dimerization of HCV core protein | TR-FRET GST/Flag-core106 dimerization, 1536-well | inhibition, % at 5 µM | 300,000 compounds, 0.33% hits | AID 1899;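 active means inhibition above the mean of all tested compounds plus 3 SD, set per screening campaign, cut at about 45% in these data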
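test system = GST/Flag-tagged HCV core106 proteins | probe or stimulus = Eu donor and XL665 acceptor anti-tag antibodies | times = compound-protein-antibody incubation 4 h at 22.5 °C | signal = TR-FRET, excitation 340 nm, emission 617 and 671 nm | measure = percent inhibition of core106 dimerization signal | controls = wells lacking GST-core106 and wells with excess unlabelled core106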
Active calls of the source: *; . = not tested or not shown.

SMILES	PP5 primary	GASC-1 inh	PREPL inhibitor	PP1 inh	TPT1 inhibitor	Fh CTSL1 inh	LYPLA2 counter	Efflux pump mplx	core dimer inh
Cc1ccc(Nc2nc(N)nc(CSc3nc(C)cc(C)n3)n2)cc1	2.7	6	12	1	0	-2	-7	-0.1	-6
CCN1C(=O)[C@H]2[C@@H](c3ccc(Cl)cc3)N3C(=O)CN(CCOC)C(=O)[C@@]3(Cc3ccccc3)[C@H]2C1=O	-1.1	-14	1	-2	-2	-4	-1	-0.1	11
CCN(CC)S(=O)(=O)c1ccc(C(=O)Nc2nnc(CSC)o2)cc1	-0.4	1	6	8	-1	0	1	0.0	1
Cc1cccc(C)c1NC(=O)CN(C)C(=O)CN1C(=O)NC(C)(C)C1=O	2.5	.	2	-1	.	.	6	0.0	.
CC(=O)Nc1ccc(C(=O)OCC(=O)N2CCC(Cc3ccccc3)CC2)cc1	2.3	-1	-21	-3	.	.	2	0.0	.
COc1cc(/C=C2\C(=N)N3N=C(C)SC3=NC2=O)cc(Cl)c1OCCOc1ccc(NC(C)=O)cc1	0.0	2	2	-2	-2	1	-2	0.0	16
O=C(CSc1nc2ccsc2c(=O)n1-c1ccccc1)N1CCCC1	-2.1	14	6	-4	-2	1	2	-0.2	5
COc1ccc(OC/C(O)=C(\C#N)c2nc3ccccc3[nH]2)cc1	0.9	7	11	-15	1	-12	-9	0.1	-1
Cc1cn(C(=O)c2cccc(Br)c2)c(C)n1	-1.6	4	-1	1	-1	2	-2	0.1	-3
COc1ccc(-n2nnc3c(SCC(=O)c4ccccc4)ncnc32)cc1	6.8	-4	-4	-2	3	4	-4	-0.1	-2

Two of these compounds in another layout:
Compound,PP5 primary,GASC-1 inh,PREPL inhibitor,PP1 inh,TPT1 inhibitor,Fh CTSL1 inh,LYPLA2 counter,Efflux pump mplx,core dimer inh
Cc1cn(C(=O)c2cccc(Br)c2)c(C)n1,-1.6,4,-1,1,-1,2,-2,0.1,-3
COc1ccc(-n2nnc3c(SCC(=O)c4ccccc4)ncnc32)cc1,6.8,-4,-4,-2,3,4,-4,-0.1,-2

Other structures:
SMILES	PP5 primary	GASC-1 inh	PREPL inhibitor	PP1 inh	TPT1 inhibitor	Fh CTSL1 inh	LYPLA2 counter	Efflux pump mplx	core dimer inh
COc1ccc(Cl)cc1NS(=O)(=O)c1c(C)[nH]c(C)c1C(=O)N1CCCCC1	2.9	11	14	-1	-2	0	-1	-0.1	-18
Cc1ccc(N2C(=O)c3cccc4c(N5CCN(C)CC5)ccc(c34)C2=O)c2cccnc12	0.0	0	-2	-4	-67	1	5	-0.1	5
CC1CC(C)CN(C(=O)c2ccc(C#N)cc2)C1 (stereo not given)	2.9	9	1	-2	3	4	6	0.2	-3
Cc1cc(S(=O)(=O)c2ccc([N+](=O)[O-])cn2)ccc1Br	4.4	-31	8	-4	2	4	8	0.1	1
Cc1ccc(NC(=O)Cc2ccc(F)cc2)cc1	0.2	0	0	-4	1	1	3	-0.1	-4
Cc1ccn2cc(C(=O)N3CCN(c4cnn(-c5ccccc5)c(=O)c4Cl)CC3)nc2c1	1.7	7	17	1	.	.	4	0.4	.
COc1ccc(N2CCN(C(=O)c3cn(C)c4ccc(S(=O)(=O)N5CCOCC5)cc4c3=O)CC2)cc1	-0.8	9	14	-2	-3	0	2	-0.3	-8
COC(=O)CSc1nc2ccccc2nc1SCC(=O)OC	0.3	15	7	-2	2	4	8	0.1	10
COC(=O)CSc1nc2ccccc2n1CC(=O)N(C(C)C)C(C)C	1.8	-1	8	-1	0	-1	5	-0.1	-5
COc1cc(C2C(C#N)=C(C)NC3=C2C(=O)CC(C)(C)C3)ccc1O (stereo not given)	0.5	-21	8	-2	0	-1	5	-0.1	-2
COc1ccc(CNC(=O)C2CC=CCC2C(=O)O)cc1OC (stereo not given)	-2.5	-2	6	1	0	-1	0	-0.1	1
CCn1c2ccccc2c2cc(/C=N/NC(=O)c3cccc(C)c3)ccc21	1.9	6	8	-2	0	3	2	0.3	48*
CC(=O)Nc1ccc(NC(=O)COc2cc(C)cc3oc(=O)cc(C)c23)cc1	-0.2	39	5	-6	0	-2	4	0.0	0
CCOC(=O)C1CCCN(S(=O)(=O)c2cc(Br)cc3c2N(C(C)=O)CC3)C1 (stereo not given)	0.6	-4	4	-2	-1	2	2	0.3	2
CCOC(=O)CC(NC(=O)c1ccc(C)cc1)c1ccc(C)cc1 (stereo not given)	1.2	-32	-15	1	-7	-1	-1	-0.1	0
CN(C)N=Nc1ccc(-c2cn(Cc3ccccc3)cn2)cc1	0.3	-18	22	2	6	-2	8	0.0	2
Nc1nnn(Cc2ccccc2)n1	2.2	1	-3	-1	-3	-1	3	-0.1	12
COc1cc(NC(=O)c2onc(C)c2Cl)cc(OC)c1OC	0.1	-9	17	0	-3	-1	2	0.0	-23
Cc1nc(N2CCN(S(=O)(=O)c3ccccc3)CC2)c2cc(-c3ccccc3)sc2n1	0.9	-4	-9	-3	0	3	-5	-0.1	29
Cc1ccc(S(=O)(=O)N2CCCC2)cc1C(=O)Nc1ccc(-n2cnnn2)cc1	0.7	21	1	2	.	.	15	-0.1	.
CCC(C)[C@H]1CN=C(N)N1CC1CCCCC1 (stereo not given in full)	2.8	-27	9	0	-1	-1	-1	-0.1	-6
N#C/C(=C\C=C\c1ccccc1[N+](=O)[O-])C(=O)NC1CCCCC1	-3.5	-10	-4	3	7	-6	0	0.2	0
COc1cc2c(cc1OC)C(C(=O)NC1CC1)C1c3ccccc3CCN1C2=O (stereo not given)	-2.5	-8	8	-3	-4	7	1	-0.2	2
COc1ccc(NC(=O)CN2CCN(C(=O)C3CCCO3)CC2)c(OC)c1 (stereo not given)	0.6	3	6	-3	-1	0	0	-0.1	2
CC(C)Oc1cccc(-c2cc(C(=O)N3CCN(c4ncccn4)CC3)c3ccccc3n2)c1	0.7	-2	7	-2	-1	0	-4	0.1	6
O=C(O)CC1C(=O)NCCN1Cc1cccs1 (stereo not given)	0.7	5	-3	-6	0	0	-2	-0.1	7
COC(=O)c1sc(SC)c2c1CC(C)(C)C/C2=N/O	2.0	6	-1	-5	2	3	3	-0.1	-2
COc1ccccc1CCC(=O)N(C)CC(=O)Nc1ccc(F)cc1	3.6	-22	-11	-1	-2	-2	10	-0.4	-12
COc1ccc(Br)cc1CN1CCCC(C(=O)N2CCCCCC2)C1 (stereo not given)	5.7	-19	11	-3	4	0	3	0.1	-6
COc1ccc(/C=C/C(=O)NC(=S)N2CCN(c3ccccc3OC)CC2)cc1	-2.3	-5	-5	-5	-1	12	-16	0.0	9

Part of the list above, field by field.
CCC(C)[C@H]1CN=C(N)N1CC1CCCCC1 (stereo not given in full)
  PP5 primary: 2.8
  GASC-1 inh: -27
  PREPL inhibitor: 9
  PP1 inh: 0
  TPT1 inhibitor: -1
  Fh CTSL1 inh: -1
  LYPLA2 counter: -1
  Efflux pump mplx: -0.1
  core dimer inh: -6
N#C/C(=C\C=C\c1ccccc1[N+](=O)[O-])C(=O)NC1CCCCC1
  PP5 primary: -3.5
  GASC-1 inh: -10
  PREPL inhibitor: -4
  PP1 inh: 3
  TPT1 inhibitor: 7
  Fh CTSL1 inh: -6
  LYPLA2 counter: 0
  Efflux pump mplx: 0.2
  core dimer inh: 0

Reformatted with values under each structure: part of the list above
The line under a structure holds: PP5 primary, GASC-1 inh, PREPL inhibitor, PP1 inh, TPT1 inhibitor, Fh CTSL1 inh, LYPLA2 counter, Efflux pump mplx, core dimer inh
COc1ccc(Br)cc1CN1CCCC(C(=O)N2CCCCCC2)C1 (stereo not given)
  5.7, -19, 11, -3, 4, 0, 3, 0.1, -6
COc1ccc(NC(=O)CN2CCN(C(=O)C3CCCO3)CC2)c(OC)c1 (stereo not given)
  0.6, 3, 6, -3, -1, 0, 0, -0.1, 2
CC(C)Oc1cccc(-c2cc(C(=O)N3CCN(c4ncccn4)CC3)c3ccccc3n2)c1
  0.7, -2, 7, -2, -1, 0, -4, 0.1, 6
COc1ccc(/C=C/C(=O)NC(=S)N2CCN(c3ccccc3OC)CC2)cc1
  -2.3, -5, -5, -5, -1, 12, -16, 0.0, 9
COc1cc2c(cc1OC)C(C(=O)NC1CC1)C1c3ccccc3CCN1C2=O (stereo not given)
  -2.5, -8, 8, -3, -4, 7, 1, -0.2, 2
N#C/C(=C\C=C\c1ccccc1[N+](=O)[O-])C(=O)NC1CCCCC1
  -3.5, -10, -4, 3, 7, -6, 0, 0.2, 0
COC(=O)c1sc(SC)c2c1CC(C)(C)C/C2=N/O
  2.0, 6, -1, -5, 2, 3, 3, -0.1, -2

New compounds follow:
SMILES	PP5 primary	GASC-1 inh	PREPL inhibitor	PP1 inh	TPT1 inhibitor	Fh CTSL1 inh	LYPLA2 counter	Efflux pump mplx	core dimer inh
O=C(CCN1C(=O)C2CC=CCC2C1=O)Nc1nc(-c2ccc(F)c(F)c2)cs1 (stereo not given)	1.0	2	5	-3	.	.	-4	-0.1	.
CC(CN1CCCCC1)OC(=O)c1ccccc1F (stereo not given)	1.1	2	-9	0	-1	-1	-1	0.0	1
O=S(=O)(Nc1cccc(Cl)c1)c1ccc2oc(=S)[nH]c2c1	-0.5	4	8	-2	-2	1	2	0.0	4
O=[N+]([O-])c1cc(C(F)(F)F)ccc1Sc1ccc2ccccc2n1	3.6	-9	3	4	0	-2	2	0.0	-3
CS(=O)(=O)N1CCN(c2ccc([N+](=O)[O-])cc2F)CC1	1.0	4	-25	-2	0	1	4	-0.3	-3
Cc1ccc(CNC(=O)CCNS(=O)(=O)c2ccc(C)cc2)cc1	4.3	4	0	-3	2	-2	6	0.0	5
Cc1onc(-c2ccccc2)c1-c1nnc(-c2ccccc2C(F)(F)F)o1	3.8	-6	24	-4	-7	-2	0	0.4	-2
CC(=O)Nc1ccc(C(=O)OCC(=O)c2ccc(S(=O)(=O)N3CCCCC3)cc2)cc1	1.9	-6	-11	-3	0	-5	-19	0.2	12
O=C(Cn1c(=O)c2cccn2c2cccnc21)NCCCN1CCN(c2ccc(F)cc2)CC1	-0.9	2	3	-1	6	1	0	0.2	2
O=S(=O)(NCCSc1nnc(-c2ccco2)n1-c1ccccc1)c1ccccc1	3.0	-4	-4	-2	7	0	4	0.2	7
Cc1cc(NC(=O)COC(=O)C2CCN(S(=O)(=O)c3c(Cl)cccc3Cl)CC2)no1	3.7	-7	13	-3	0	2	1	0.0	0
CC(C)OC(=O)C1Cc2ccccc2CN1S(=O)(=O)c1cccs1 (stereo not given)	0.7	7	-7	-3	2	1	2	0.0	13
CCN(C(=O)CSc1nnc(NC2CCCCC2)s1)C1CCS(=O)(=O)C1 (stereo not given)	0.1	4	-2	-9	3	-1	-1	0.6	0
CCN(C(=O)COC(=O)Cn1c(C)csc1=O)c1c(N)n(Cc2ccccc2)c(=O)[nH]c1=O	-1.3	-28	8	-7	-2	-2	1	0.0	2
O=C1C=C(NC(=O)Nc2ccc(Cl)c(Cl)c2)CCC1	1.3	3	0	-2	-2	3	-22	-0.1	2

Screens deposited in PubChem BioAssay by several laboratories.

Not all compounds are listed; count on the stated rates, not on these rows.
